Assay outcomes (PubChem)
STEP block – blocks human striatal-enriched tyrosine phosphatase; P54829; recombinant STEP, OMFP fluorogenic substrate, fluorescence; inhibition, % at 20 µM; actives 0.25% (n = 360,000);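 active means inhibition at 20 µM, scaled per plate between control wells, above about 37%, limit read from the data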;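 further: 0% = DMSO with enzyme and substrate and 100% = substrate only without enzyme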
Target sequence (P54829 whole entry, looked up): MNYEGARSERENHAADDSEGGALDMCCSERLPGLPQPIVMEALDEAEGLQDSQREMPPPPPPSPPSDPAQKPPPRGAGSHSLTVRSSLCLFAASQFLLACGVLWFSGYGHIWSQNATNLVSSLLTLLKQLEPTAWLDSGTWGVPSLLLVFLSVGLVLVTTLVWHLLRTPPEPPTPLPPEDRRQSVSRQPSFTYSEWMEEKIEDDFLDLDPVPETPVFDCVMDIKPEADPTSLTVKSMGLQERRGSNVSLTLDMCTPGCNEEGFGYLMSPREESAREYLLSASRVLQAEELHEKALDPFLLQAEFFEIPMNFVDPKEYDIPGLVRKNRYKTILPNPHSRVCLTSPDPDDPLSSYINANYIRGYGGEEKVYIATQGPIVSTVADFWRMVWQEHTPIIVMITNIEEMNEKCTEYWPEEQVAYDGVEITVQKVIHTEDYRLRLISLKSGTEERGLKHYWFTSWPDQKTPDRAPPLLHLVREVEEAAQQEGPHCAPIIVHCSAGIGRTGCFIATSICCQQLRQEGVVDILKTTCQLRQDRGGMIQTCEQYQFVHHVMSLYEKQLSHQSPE
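Also added – OMFP at 25 µM · Test system – STEP tyrosine phosphatase · Technique – FITC-channel fluorescence of OMFP product · Schedule – 20 min at room temperature, dark · Evaluation – control-normalized % inhibition with plate pattern correction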
MT1-MMP act inh – blocks activation of human MT1-MMP; GFP/RFP ratio change, % at 20 µM; HT1080 RFP-PRO-GFP cells, GFP/RFP ratio fluorescence, overnight; percent of plate control window, DMSO zero; actives 0.061% (n = 360,000); AID 651647; P50281;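 active means GFP/RFP ratio change of at least 30% with cell ATP level not reduced by more than half and red fluorescence within 50% of control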; further: strong numbers were not always called active
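Compound: 20 µM single dose, 1% DMSO / System: HT1080 RFP-PRO-GFP cells / Controls: DMSO and RFP-L50D-GFP cell wells / Read-out basis: GFP/RFP fluorescence ratio / Schedule: overnight compound exposure at 37 °C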
SUMO1 PPI mod – alters human SUMO1 binding to SIM partners; SUMO1 binding to a labelled peptide, TR-FRET, 1 h; P63165; actives 0.33% (n = 360,000); inhibition, % at 20 µM; in the data active means inhibition above about 37%
Target sequence (P63165 whole entry, looked up): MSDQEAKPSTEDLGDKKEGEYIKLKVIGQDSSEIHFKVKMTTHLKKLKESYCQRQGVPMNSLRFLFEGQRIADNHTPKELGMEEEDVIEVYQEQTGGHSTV
DNMT1 block – blocks human DNA methyltransferase DNMT1 | P26358 | DNMT1 molecular beacon, Hinp1I cleavage, fluorescence | inhibition (reported as % activation of signal), % at 10 µM | actives 0.83% (n = 360,000) | AID 588458; in the data active means inhibition above about 50%
LMPTP inh – blocks human LMPTP phosphatase. recombinant LMPTP-A, OMFP fluorogenic substrate, fluorescence intensity. inhibition, % at 20 µM. actives 0.22% (n = 360,000);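 active means compounds that cut the enzyme signal by at least half of the control window in the single-dose screen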;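 further: plate controls were DMSO wells with enzyme plus substrate for no effect and substrate without enzyme for full effect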
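Test system: LMPTP-A, protein tyrosine phosphatase of low molecular weight; Input: 0.625 nM enzyme; Incubation: 50 min dark incubation at room temperature; Signal: endpoint fluorescence intensity from OMFP dephosphorylation; Read-out basis: % inhibition versus control wells.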
SKN-1 block – inhibitors of C. elegans SKN-1. C. elegans VP596 Pgst-4::GFP/RFP ratio, acrylamide-induced, 24 h. inhibition, % at 21.8 µM. actives 0.49% (n = 360,000);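 active means interference check ratio from 0.5 to 1.5 plus GFP to RFP signal ratio inhibition reaching or exceeding a fixed threshold, cut at about 30% in these data, passing the limit was not always enough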; further: some compounds called inactive have numbers as strong as hits
Rpn11 block – blocks the human proteasome subunit Rpn11; human 26S proteasome, Ub4-pepOG fluorescence polarization; 20S core pre-blocked with epoxomicin; calls only at 20 µM; actives 0.59% (n = 360,000);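 active means inhibition at 20 µM, scaled to each plate's controls, above about 33%, limit read from the data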
Target sequence (O00487 whole entry, looked up): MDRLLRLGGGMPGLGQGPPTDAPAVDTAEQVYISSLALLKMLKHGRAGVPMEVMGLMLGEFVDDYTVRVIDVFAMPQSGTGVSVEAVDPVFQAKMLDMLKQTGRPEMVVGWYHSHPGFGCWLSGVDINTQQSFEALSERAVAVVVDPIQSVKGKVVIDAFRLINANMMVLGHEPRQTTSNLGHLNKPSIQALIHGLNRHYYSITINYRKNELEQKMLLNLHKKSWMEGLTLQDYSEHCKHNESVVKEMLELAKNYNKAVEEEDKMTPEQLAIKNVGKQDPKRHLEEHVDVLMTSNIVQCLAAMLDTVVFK
NadD inh – NadD (S. aureus) enzyme inhibition. actives 0.78% (n = 360,000). inhibition, % at 20 µM. purified NadD enzyme, colorimetric absorbance read-out. AID 602399; in the data active means inhibition above about 26%; further: some compounds past the cut are filed as inactive
Scp-1 inhibitor – inhibitors of human Scp-1 phosphatase. actives 0.88% (n = 340,000). Recombinant Scp1, phosphopeptide, malachite green phosphate absorbance. inhibition, % at 20 µM. Q9GZU7;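 active means inhibition above about 50% at 20 µM, limit read from the data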;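 further: plate controls were DMSO wells with enzyme for no effect and wells lacking enzyme for full effect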
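Test system – truncated SCP-1 phosphatase (76-261aa) · Reagent – Phosphorylated 17-residue peptide substrate · Incubation – 45 min room-temperature reaction, 5 min colour, 30 min stabiliser · Detection – colorimetric phosphate reagent with accelerator and stabiliser, absorbance at 630 nm · Measure – % inhibition at 20 µM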
CendR NRP1 mod – modulators of CendR peptide binding to human neuropilin-1; O14786; FAM-RPARPAR peptide binding to NRP-1, fluorescence polarization; inhibition, % at 25 µM; actives 0.85% (n = 360,000); AID 602438;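 active means inhibition or corrected inhibition above about 18%, plus a signal ratio from 0.5 to 1.5, limit read from the data, passing the limit was not always enough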; further: strong numbers were not always called active
Active calls of the source: *; i = inactive; · = no result given.

SMILES | STEP block | MT1-MMP act inh | SUMO1 PPI mod | DNMT1 block | LMPTP inh | SKN-1 block | Rpn11 block | NadD inh | Scp-1 inhibitor | CendR NRP1 mod
CC(C)OCc1c(C(=O)OC/C(O)=C(\C#N)c2nc3ccccc3[nH]2)oc2ccccc12 | -4 | -3 | 0 | 9 | -1.9 | -1 | i | 8 | -3 | -18
Cc1nn(CC(=O)c2ccc3c(c2)OCCO3)c(=O)c(C#N)c1C | 1 | 0 | -32 | -13 | 1.7 | -3 | i | 0 | -7 | 5
O=C1NC(c2ccc(-c3ccccc3[N+](=O)[O-])o2)C(C(=O)c2ccccc2)C(O)(C(F)(F)F)N1 (stereo not drawn) | -1 | 1 | -6 | -17 | 0.5 | -3 | i | -5 | -4 | -3
Cc1nn(-c2ccccc2)c(C)c1C(=O)NNC(=O)C(F)(F)F | 1 | 0 | 3 | 4 | -1.2 | -3 | i | -4 | -7 | -8
COc1ccc(NC(=O)C2(N(CC(C)C)C(=O)Cn3nnnc3N)CCCCC2)cc1 | 0 | -2 | -4 | 4 | 0.0 | 19 | i | 7 | -5 | 6
Cc1ccc(SCC(=O)OCC(=O)N(C)CC(=O)Nc2ccccc2Cl)cc1C | 4 | 2 | 0 | 0 | 0.9 | -12 | i | -11 | -7 | -4
CCC(=O)N1CCc2cc(S(=O)(=O)CCC(=O)NCc3ccco3)ccc21 | -2 | -3 | 4 | 9 | -1.4 | 2 | i | -3 | -3 | 6
O=C(NC1CCCC1)C(=O)N(Cc1cccnc1)C(C(=O)NCC1CCCO1)c1ccco1 (stereo not drawn) | 0 | -2 | -1 | 5 | -0.5 | 7 | i | -3 | -1 | 2
CCc1nn(C(CC)C(=O)NCCCN2CC(C)CC(C)C2)c(=O)c2cc3oc(C)cc3n12 (stereo not drawn) | -5 | -6 | -2 | 1 | -0.5 | -2 | i | -10 | -9 | 13
COc1cnc(-c2cccc(C(F)(F)F)c2)[nH]c1=O | 3 | 4 | 7 | -4 | 1.1 | -4 | i | -6 | -1 | 4
Cc1occc1-c1nnc(SCC(=O)NC2CCC(C)CC2)o1 (stereo not drawn) | -1 | -3 | 4 | 5 | 0.1 | -1 | i | -9 | -5 | 0
COC(=O)c1c(CCl)noc1C(=O)NCC1CCCO1 (stereo not drawn) | 1 | 1 | -2 | 2 | -1.3 | 15 | i | -1 | 0 | -2
CCOC(=O)N1CCN(C(=O)c2cn(C)c3ccc(S(=O)(=O)N4CCCC4)cc3c2=O)CC1 | 0 | 1 | -1 | -4 | -1.3 | -30 | i | 2 | -8 | -7
CCC(=O)NS(=O)(=O)c1cccnc1Nc1ccccc1Cl | 5 | 2 | -2 | 0 | 0.0 | 1 | i | 7 | -1 | 6
Cc1cccc(C)c1NC(=O)CN1C(=O)NC(C)(CCc2ccccc2)C1=O (stereo not drawn) | -1 | 3 | -2 | 1 | 2.4 | -3 | i | -4 | -6 | 19
N#CCSc1nc2c(c(C3CC=CCC3)c1C#N)CCC2 (stereo not drawn) | 3 | -4 | 1 | -2 | 0.5 | -25 | i | -5 | -11 | -14
OCC[C@H]1C[C@H](O)[C@@H](O)[C@@]2(CCc3ccccc3O2)O1 | -1 | 4 | -8 | 3 | 0.0 | -4 | i | 0 | -5 | -1
CC(Sc1nnnn1C)C(=O)Nc1cc(S(=O)(=O)N2CCCCC2)ccc1Cl (stereo not drawn) | -1 | 1 | 16 | 8 | -1.3 | 8 | i | 1 | -10 | 2
Cc1ccc(S(=O)(=O)Nc2ccccc2OC(C(=O)OC(C)(C)C)C(=O)OC(C)(C)C)cc1 | · | -9 | 1 | · | 3.4 | 8 | · | · | · | 0
Cc1ccc(-c2csc(NC(=O)Cc3ccc(F)cc3)n2)o1 | 6 | -5 | 4 | -17 | 0.9 | -9 | i | 6 | -11 | -8
Cc1cc(NC(=O)NCc2ccccc2)c(=O)n(Cc2ccccc2F)c1 | 1 | -11 | -1 | -4 | -0.6 | -9 | i | -5 | -8 | -10
COc1cccc(/C=C2\SC(=N)N(c3ccc(F)cc3)C2=O)c1 | -6 | 2 | -1 | 29 | 15 | 3 | i | 2 | -7 | -26
O=C(NCCOc1ccc(Cl)cc1)C1CC(=O)N(c2ccc(F)cc2)C1 (stereo not drawn) | 0 | 6 | 3 | 0 | -0.9 | 6 | i | -2 | -10 | 7
CCOc1ccc(NC(=O)c2cnsn2)cc1 | 5 | -1 | -1 | 0 | -0.9 | 8 | i | 5 | -5 | 5
Cn1cccc1C(=O)Nc1nccs1 | 2 | -1 | 0 | -6 | -2.2 | 15 | i | -5 | -3 | 9

(next part)
SMILES | STEP block | MT1-MMP act inh | SUMO1 PPI mod | DNMT1 block | LMPTP inh | SKN-1 block | Rpn11 block | NadD inh | Scp-1 inhibitor | CendR NRP1 mod
Cc1ccc(CC(=O)Nc2nc3ccccc3[nH]2)cc1C | -3 | 5 | -3 | 7 | 0.9 | -20 | i | -6 | 5 | 0
Cn1c(CN2CCCC2)nc2cc(NC(=O)c3cccs3)ccc21 | -4 | 6 | 4 | -3 | 0.1 | -6 | i | -3 | 3 | 2
CCOC(=O)c1cn(CC)c2ccc(Br)cc2c1=O | -4 | -2 | 0 | 6 | -1.1 | 0 | i | 11 | -8 | 0
CC(/C=N/N1C(=O)CSC1=S)=C\c1ccccc1 | 3 | 6 | -7 | -25 | 0.9 | -16 | i | -1 | -4 | 10
CN(c1ccc(OCC(=O)NC2=NCCS2)cc1)S(=O)(=O)c1ccc(F)cc1 | 2 | 2 | -4 | -2 | -0.1 | 1 | i | -3 | -4 | -8
c1ccc(CN2CCN(c3ncnc4nc[nH]c34)CC2)cc1 | -2 | -4 | 7 | 1 | -5.7 | 6 | i | -3 | -6 | 14
Cc1cc(=O)oc2cc(OCC(=O)OCC(=O)NCc3ccc4c(c3)OCO4)ccc12 | 0 | 12 | -1 | -1 | 1.8 | 13 | i | -7 | -2 | -3
Cc1ccc(CNC(=O)c2cc(-c3ccccc3C)nn2CC2CC(c3cccnc3)=NO2)cc1 (stereo not drawn) | 3 | -2 | -3 | -5 | 0.7 | 5 | i | 2 | -4 | -6
O=C(Nc1ccc(CN2CCCCC2)cc1)Nc1ccccc1Cl | -3 | -1 | 3 | -3 | -0.2 | 8 | i | -3 | -2 | 11
CCn1c2ccccc2c2cc(NC(=O)CNCc3ccccc3OC)ccc21 | 2 | -8 | -6 | -7 | 1.3 | 2 | i | 8 | 4 | -4
O=C(C=C=Nc1ccccc1)C(=O)N=C=Cc1ccccc1 | 4 | 0 | 6 | 4 | 0.0 | -3 | i | -5 | 17 | 0
CC(=O)C1=C(C)Nc2cc(C(F)(F)F)ccc2S1 | -2 | -1 | -5 | -14 | 1.2 | -20 | i | 7 | -6 | -7
O=S(=O)(c1ccc(F)cc1)N1CCN(C(=S)NC2CCCC2)CC1 | -1 | -3 | -2 | -3 | 1.4 | 10 | i | 2 | 3 | -8
CN(CCc1ccccc1)C(=O)c1ccc(NC(=O)Cc2cccc(NC(=O)C3CCN(S(=O)(=O)c4cccc([N+](=O)[O-])c4)CC3)c2)cc1 | 2 | 3 | -8 | -7 | 3.1 | 1 | i | 25 | -20 | -11
COc1ccc(NC(=O)CSCc2cc(=O)n3nc(C4CC4)sc3n2)cc1 | 2 | -2 | 1 | -3 | -0.3 | 8 | i | 1 | -2 | 8
COc1ccc(N2CCN(C(=O)c3c(C)nn(-c4ccccc4)c3C)CC2)cc1 | -3 | 0 | -5 | 3 | -1.7 | 5 | i | -4 | -5 | -1
CCOc1ccc(N(C(=O)C2CCCO2)C2C=CS(=O)(=O)C2)cc1 (stereo not drawn) | 14 | 1 | 0 | -1 | -0.4 | -2 | i | -3 | -2 | -4
COc1ccc(CSCC(=O)N/N=C/c2ccc(OCC(=O)N3CCCCC3)cc2)cc1 | 0 | 2 | -5 | 0 | -0.8 | 9 | i | 16 | 6 | 4
O=C(CN(Cc1ccco1)C(=O)CNS(=O)(=O)c1ccccc1)NCc1ccc(F)cc1 | 2 | -3 | 0 | 0 | -0.2 | -5 | i | 0 | 2 | 13
COc1cc(NS(=O)(=O)c2ccc3ccccc3c2)c2ncccc2c1 | 0 | 0 | -12 | -4 | 3.5 | 0 | i | 11 | -4 | -7
CS(=O)(=O)n1nc(OC(=O)c2cccs2)cc1N | 0 | 5 | 1 | 2 | -1.4 | 20 | i | -8 | -11 | 10
CCCCOc1ccc(C(=O)NCCc2cccs2)cc1 | 0 | 4 | -3 | 1 | 1.0 | -2 | i | -6 | · | -2
Cc1ccc(C(=O)Nc2ccc3nc(C)sc3c2)s1 | 4 | 4 | 3 | 0 | 1.3 | 7 | i | -3 | -2 | -15
O=C(Nc1c2c(nn1-c1ccccc1)CS(=O)(=O)C2)c1ccco1 | -2 | -3 | 1 | 3 | 0.8 | -2 | i | 2 | -3 | 2
COc1ccc(NC(=O)Nc2ccc3oc(C)nc3c2)cc1 | -1 | 3 | -3 | 0 | -1.9 | -6 | i | 9 | -3 | -3

(list continues)
SMILES | STEP block | MT1-MMP act inh | SUMO1 PPI mod | DNMT1 block | LMPTP inh | SKN-1 block | Rpn11 block | NadD inh | Scp-1 inhibitor | CendR NRP1 mod
OCCn1c(-c2ccccc2)csc1=Nc1ccccc1 | 1 | -6 | 3 | -4 | 0.9 | 4 | i | -3 | -4 | -7
COc1ccc(CNC(=O)CC2C(=O)NCCN2C2Cc3ccccc3C2)cc1 (stereo not drawn) | -1 | -5 | -1 | -7 | 2.1 | 5 | i | 5 | 0 | 3
Cc1ccc2c(nc3s/c(=C/c4cccs4)c(=O)n32)c1C | 2 | -2 | -2 | 33 | 1.5 | 55 | i | 7 | 22 | 1
CC(C)(C)C(=O)Nc1ccccc1C(=O)NCCC(=O)Nc1ccccc1 | -4 | 4 | -6 | 1 | -0.1 | 15 | i | 1 | 3 | 1
c1cc(OCCCN2CCCCC2)ccc1CN1CCCCC1 | 1 | 1 | -47 | -5 | 4.2 | -7 | i | -1 | 1 | 11
COC(=O)c1ccccc1NC(=O)c1ccc2c(c1)C(=O)N(Cc1ccco1)C2=O | 2 | 4 | -3 | 1 | -1.9 | 9 | i | -4 | 0 | 12

Exported as comma-separated lines: entries from further up
SMILES,STEP block,MT1-MMP act inh,SUMO1 PPI mod,DNMT1 block,LMPTP inh,SKN-1 block,Rpn11 block,NadD inh,Scp-1 inhibitor,CendR NRP1 mod
Cc1ccc2c(nc3s/c(=C/c4cccs4)c(=O)n32)c1C,2,-2,-2,33,1.5,55,i,7,22,1
CC(C)(C)C(=O)Nc1ccccc1C(=O)NCCC(=O)Nc1ccccc1,-4,4,-6,1,-0.1,15,i,1,3,1
c1cc(OCCCN2CCCCC2)ccc1CN1CCCCC1,1,1,-47,-5,4.2,-7,i,-1,1,11
COC(=O)c1ccccc1NC(=O)c1ccc2c(c1)C(=O)N(Cc1ccco1)C2=O,2,4,-3,1,-1.9,9,i,-4,0,12
